From PubChem
DAX1 inh-1: DAX1 (NR0B1) inhibitors, primary screen, cell-based, HEK293, Gal4-DAX1, luciferase luminescence. Nuclear receptor subfamily 0 group B member 1 (Homo sapiens), P51843. 340,000 tested, 0.99% active. HEK293 Gal4-DAX1 luciferase reporter. inhibition, % at 6.75 µM. AID 504766, 2011;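 active means inhibition above the mean over all tested compounds plus 3 SD, cut at about 4.2% in these data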;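 further: 0% = DAX1-transfected cells with DMSO and 100% = empty-vector control cells with DMSO; inhibition shows as a rise in luminescence from relieved DAX1 repression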
Target sequence (P51843 207-470 limits assumed): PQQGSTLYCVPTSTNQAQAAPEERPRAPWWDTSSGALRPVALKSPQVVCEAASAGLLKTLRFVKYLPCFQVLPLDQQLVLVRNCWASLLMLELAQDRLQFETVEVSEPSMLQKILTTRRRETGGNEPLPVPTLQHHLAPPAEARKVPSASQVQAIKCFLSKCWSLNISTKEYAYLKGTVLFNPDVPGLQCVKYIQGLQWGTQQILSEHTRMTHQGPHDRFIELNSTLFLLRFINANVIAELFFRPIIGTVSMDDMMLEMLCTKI
ssDAF-12 act: S. stercoralis DAF-12 nuclear receptor activators, primary screen, cell-based, luminescence, HEK293, GRIP1 co-expression, lit1-tk-luc; Nuclear hormone receptor DAF-12 (Strongyloides stercoralis); HEK293 ssDAF-12/GRIP1 lit1-tk-luc reporter; % of 3 µM dafachronic acid response; activation, % at 6.8 µM; 370,000 tested, 1% active;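 active means activation above the mean over all tested compounds plus 3 SD, cut at about 0.9% in these data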;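 further: 0% = DMSO-only wells and 100% = 3 µM delta7-dafachronic acid wells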
hgDAF12 agonist: H. glycines DAF-12 receptor agonists, primary screen, cell-based, luminescence, HEK293, GAL4 fusion, UAS-luciferase | AID 687014, 2013 | 370,000 tested, 1.8% active | HEK293 GAL4-hgDAF12 UAS-luciferase reporter, agonist luminescence; normalized to butyrate control | activation, % at 6.8 µM;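 active means activation above a cutoff set at the mean of all screened compounds plus 3 SD, cut at about 10% in these data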;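 further: 0% = DMSO wells and 100% = sodium butyrate wells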
SMARCA2 act: SMARCA2 (BRM) function activators, primary screen, cell-based, luminescence, high throughput | MG213 cells, MMTV-luciferase reporter, dexamethasone, overnight | activation, % at 9.1 µM | 370,000 tested, 1% active | AID 652017, 2013; in the data active means activation above about 7.8%;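 further: 0% = vehicle wells and 100% = reference activator wells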
hcDAF-12 act: H. contortus DAF-12 nuclear receptor activators, primary screen, cell-based, luminescence, HEK293, lit1-tk-luc reporter; HEK293 hcDAF-12 lit1-tk-luc reporter; 0% DMSO, 100% Δ7-dafachronic acid; activation, % at 6.8 µM; 370,000 tested, 1.4% active; AID 652067, 2013;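 active means activation above the mean of all tested compounds plus 3 SD, cut at about 5.5% in these data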;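 further: 100% = response to 3 µM Δ7-dafachronic acid high control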
DAX1 inh-2: DAX1 (NR0B1) inhibitors on StAR promoter, primary screen, cell-based, luminescence, SF-1 (NR5A1), full-length DAX-1; HEK293T StAR-luciferase reporter, SF-1/DAX-1 repression relief; inhibition, % at 6.8 µM; 370,000 tested, 1.1% active; AID 652010, 2013;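 active means inhibition above the mean over all tested compounds plus 3 SD, cut at about 3.6% in these data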;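 further: 0% = DAX-1 cells with DMSO and 100% = cells lacking DAX-1 with DMSO; higher inhibition means more luminescence from relief of DAX-1 repression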
proKLK7 act: proKLK7 zymogen activators, primary screen, biochemical, fluorescence intensity | purified proKLK7, EDANS-DABCYL substrate fluorescence; 100% is mature enzyme control, 0% vehicle | activation, % at 7 µM | 370,000 tested, 0.9% active;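 active means activation above the mean of all tested compounds plus 3 SD, computed per campaign excluding outliers beyond control limits, cut at about 13% in these data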
Target sequence (P49862 whole entry, looked up): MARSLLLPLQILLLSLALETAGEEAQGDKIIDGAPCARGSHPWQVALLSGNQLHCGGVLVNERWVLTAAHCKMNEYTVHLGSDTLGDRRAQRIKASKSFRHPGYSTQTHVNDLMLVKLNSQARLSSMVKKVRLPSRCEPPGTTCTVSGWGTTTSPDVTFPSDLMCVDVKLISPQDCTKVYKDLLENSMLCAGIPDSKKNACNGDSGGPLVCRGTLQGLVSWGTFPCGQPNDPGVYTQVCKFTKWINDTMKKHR
GC-B act: human GC-B receptor activators, primary screen, HEK293 GC-B cells, cGMP TR-FRET, EC30 CNP; activation, % at 10 µM; AID 1920062, 2024; Atrial natriuretic peptide receptor 2 (Homo sapiens), P20594; 0% at EC30 CNP, 100% saturating CNP; 370,000 tested, 0.11% active;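 active means activation at 10 µM reaching about 35% in either raw or pattern-adjusted values, limit read from the data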
FXN GAA850 act: FXN promoter activators, primary screen, cell-based, luciferase luminescence, HEK293 lucGAA850; HEK293 lucGAA850 FXN promoter luciferase reporter, 24 h; percent of 10 µM SAHA response; activation, % at 6 µM; 360,000 tested, 0.56% active; AID 540364, 2011;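 active means activation above the average of all compounds screened plus 3 SD, cutoff fixed separately per campaign, cut at about 7.5% in these data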;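 further: 0% = DMSO wells and 100% = 10 µM SAHA wells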
NPR1 activator: GC-A stimulated cGMP production enhancers – HEK293 GC-A cells, cGMP TR-FRET, EC30 ANP, primary screen; Atrial natriuretic peptide receptor 1 (Homo sapiens), P16066; 0% at EC30 ANP, 100% saturating ANP; activation, % at 10 µM; 370,000 tested, 0.14% active; AID 1671463, 2021; in the data active means activation above about 40%
sPLA2-III inh: human group III sPLA2 inhibitors, primary screen, biochemical, QFRET, BODIPY PC-A2 liposome substrate; QFRET BODIPY PC-A2 liposome hydrolysis, fluorescence; inhibition, % at 12.2 µM; AID 743126, 2013; 370,000 tested, 0.56% active;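 active means inhibition above mean plus 3 SD of compounds lying within the high and low control bounds, cut at about 19% in these data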;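 further: 0% = median of test compound wells and 100% = no enzyme DMSO wells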
Target sequence (Q9NZ20 whole entry, looked up): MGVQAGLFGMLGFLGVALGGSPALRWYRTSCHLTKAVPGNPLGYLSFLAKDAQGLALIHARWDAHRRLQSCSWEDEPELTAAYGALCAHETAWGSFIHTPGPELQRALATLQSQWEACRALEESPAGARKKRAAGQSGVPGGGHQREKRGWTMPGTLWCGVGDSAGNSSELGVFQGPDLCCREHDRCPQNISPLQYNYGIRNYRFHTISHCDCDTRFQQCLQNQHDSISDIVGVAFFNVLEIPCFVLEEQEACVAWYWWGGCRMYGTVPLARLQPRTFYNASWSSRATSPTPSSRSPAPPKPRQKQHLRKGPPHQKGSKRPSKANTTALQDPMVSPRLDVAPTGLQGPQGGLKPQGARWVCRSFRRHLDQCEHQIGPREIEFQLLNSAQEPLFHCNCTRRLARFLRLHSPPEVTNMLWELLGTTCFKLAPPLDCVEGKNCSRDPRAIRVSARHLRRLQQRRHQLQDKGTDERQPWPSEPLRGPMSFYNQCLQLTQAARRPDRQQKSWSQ
An asterisk follows results filed as active.

How did Cc1ccc(OCCC(=O)NNC(=O)c2ccccc2F)cc1 do in these assays?
DAX1 inh-1: 0.0; ssDAF-12 act: -0.5; hgDAF12 agonist: -1.4; SMARCA2 act: -1; hcDAF-12 act: -0.1; DAX1 inh-2: -0.1; proKLK7 act: -0.4; GC-B act: 5; FXN GAA850 act: 2.1; NPR1 activator: 4; sPLA2-III inh: 5

How did NC(=O)CSc1nc2cc([N+](=O)[O-])ccc2n1-c1cccc(C(F)(F)F)c1 do in these assays?
DAX1 inh-1: -0.5; ssDAF-12 act: -0.9; hgDAF12 agonist: -0.6; SMARCA2 act: 1; hcDAF-12 act: -1.5; DAX1 inh-2: -0.2; proKLK7 act: 0.1; GC-B act: 15; FXN GAA850 act: 0.6; NPR1 activator: 0; sPLA2-III inh: 6

What do the screens show for `Cc1ccccc1NC(=O)c1sc2nc[nH]c(=O)c2c1C`?
DAX1 inh-1: -0.2; ssDAF-12 act: -1.8; hgDAF12 agonist: -2.0; SMARCA2 act: 2; hcDAF-12 act: -1.0; DAX1 inh-2: 0.7; proKLK7 act: -0.1; GC-B act: -4; FXN GAA850 act: 0.1; NPR1 activator: 0; sPLA2-III inh: 8

Results for CCOC(=O)N1CCN(C(=O)c2cc3cc(C)ccc3[nH]2)CC1 ?
DAX1 inh-1: -0.1; ssDAF-12 act: -0.8; hgDAF12 agonist: -1.2; SMARCA2 act: 4; hcDAF-12 act: -0.4; DAX1 inh-2: -0.1; proKLK7 act: -0.1; GC-B act: -3; FXN GAA850 act: 0.8; NPR1 activator: 2; sPLA2-III inh: 0

What do the screens show for `CC(=O)c1c(C)[nH]c(C(=O)OCC(=O)NCc2ccc(Cl)cc2)c1C`?
DAX1 inh-1: -0.8; ssDAF-12 act: -2.1; hgDAF12 agonist: -5.9; SMARCA2 act: -2; hcDAF-12 act: -3.0; DAX1 inh-2: -2.4; proKLK7 act: -0.3; GC-B act: -4; FXN GAA850 act: 0.0; NPR1 activator: -6; sPLA2-III inh: -6

What do the screens show for `COc1ccc(-c2noc(CCC(=O)N3CCN(c4cccc(OC)c4)CC3)n2)cc1`?
DAX1 inh-1: -2.0; ssDAF-12 act: -0.9; hgDAF12 agonist: 0.4; SMARCA2 act: -5; hcDAF-12 act: -3.2; DAX1 inh-2: -2.0; proKLK7 act: 0.8; GC-B act: 3; FXN GAA850 act: 0.4; NPR1 activator: -3; sPLA2-III inh: 9

Results for CCOC(=O)NC(=O)COC(=O)c1ccc(Sc2ncn[nH]2)c([N+](=O)[O-])c1 ?
DAX1 inh-1: 1.4; ssDAF-12 act: -1.2; hgDAF12 agonist: -0.1; SMARCA2 act: -3; hcDAF-12 act: 1.3; DAX1 inh-2: -0.4; proKLK7 act: -0.3; GC-B act: 2; FXN GAA850 act: 1.8; NPR1 activator: 1; sPLA2-III inh: -14

What do the screens show for `O=c1c(F)cn(C2CCCO2)c(=O)n1Cc1c(F)cccc1Cl` (configuration not stated)?
DAX1 inh-1: 0.4; ssDAF-12 act: -1.3; hgDAF12 agonist: 1.7; SMARCA2 act: 0; hcDAF-12 act: 0.0; DAX1 inh-2: -0.1; proKLK7 act: 0.9; GC-B act: 4; FXN GAA850 act: 0.0; NPR1 activator: 7; sPLA2-III inh: -5

How did O=C(COc1ccc(Cl)cc1Cl)NC(=O)c1ccccc1 do in these assays?
DAX1 inh-1: 1.0; ssDAF-12 act: -0.9; hgDAF12 agonist: -2.8; SMARCA2 act: 1; hcDAF-12 act: -1.5; DAX1 inh-2: 0.4; proKLK7 act: 0.3; GC-B act: 9; FXN GAA850 act: 1.5; NPR1 activator: 1; sPLA2-III inh: 1

What do the screens show for `Cc1cccc(NC(=O)C2CCCN2S(=O)(=O)c2ccc(Cl)cc2)n1` (configuration not stated)?
DAX1 inh-1: -0.5; ssDAF-12 act: -0.8; hgDAF12 agonist: 1.1; SMARCA2 act: 2; hcDAF-12 act: -3.8; DAX1 inh-2: -1.1; proKLK7 act: 0.4; GC-B act: -1; FXN GAA850 act: -1.0; NPR1 activator: -1; sPLA2-III inh: 0

What do the screens show for `Cc1nc2cc(Cl)c(Cl)cc2nc1C`?
DAX1 inh-1: 3.4; ssDAF-12 act: -0.5; hgDAF12 agonist: 6.4; SMARCA2 act: 5; hcDAF-12 act: 4.8; DAX1 inh-2: 1.9; proKLK7 act: 0.2; GC-B act: 4; FXN GAA850 act: 2.3; NPR1 activator: 3; sPLA2-III inh: 4

Results for O=C(c1ccc2c(=O)n3c(nc2c1)CCCCC3)N1CCN(c2ccc(F)cc2)CC1 ?
DAX1 inh-1: -0.4; ssDAF-12 act: -1.4; hgDAF12 agonist: 1.8; SMARCA2 act: -2; hcDAF-12 act: -2.6; DAX1 inh-2: -0.9; proKLK7 act: -0.5; GC-B act: -3; FXN GAA850 act: 1.8; NPR1 activator: 0; sPLA2-III inh: -7

What do the screens show for `O=C(Oc1cccc(Br)c1)c1cccnc1`?
DAX1 inh-1: 0.2; ssDAF-12 act: -1.3; hgDAF12 agonist: 0.3; SMARCA2 act: -2; hcDAF-12 act: 0.6; DAX1 inh-2: 0.3; proKLK7 act: 0.8; GC-B act: -2; FXN GAA850 act: -1.1; NPR1 activator: -1; sPLA2-III inh: 0

What do the screens show for `O=C(O)c1cccc(Cn2c(Cl)c(/C=N/NC(=O)c3ccccc3)sc2=O)c1`?
DAX1 inh-1: 2.5; ssDAF-12 act: -0.9; hgDAF12 agonist: 6.3; SMARCA2 act: 2; hcDAF-12 act: -0.4; DAX1 inh-2: 0.0; proKLK7 act: -0.2; GC-B act: -6; FXN GAA850 act: -0.1; NPR1 activator: 1; sPLA2-III inh: -1

Results for CC1CCCC2(C1)NC(=S)N(c1ccccc1)N2 (configuration not stated) ?
DAX1 inh-1: 1.2; ssDAF-12 act: -1.1; hgDAF12 agonist: 2.7; SMARCA2 act: 1; hcDAF-12 act: 1.3; DAX1 inh-2: -0.2; proKLK7 act: 0.0; GC-B act: -2; FXN GAA850 act: -0.4; NPR1 activator: 0; sPLA2-III inh: 15

Sorted by molecular weight (rising): part of the list above
Results for CCOC(=O)N1CCN(C(=O)c2cc3cc(C)ccc3[nH]2)CC1 ?
DAX1 inh-1: -0.1; ssDAF-12 act: -0.8; hgDAF12 agonist: -1.2; SMARCA2 act: 4; hcDAF-12 act: -0.4; DAX1 inh-2: -0.1; proKLK7 act: -0.1; GC-B act: -3; FXN GAA850 act: 0.8; NPR1 activator: 2; sPLA2-III inh: 0

How did O=C(COc1ccc(Cl)cc1Cl)NC(=O)c1ccccc1 do in these assays?
DAX1 inh-1: 1.0; ssDAF-12 act: -0.9; hgDAF12 agonist: -2.8; SMARCA2 act: 1; hcDAF-12 act: -1.5; DAX1 inh-2: 0.4; proKLK7 act: 0.3; GC-B act: 9; FXN GAA850 act: 1.5; NPR1 activator: 1; sPLA2-III inh: 1

Results for CCOC(=O)NC(=O)COC(=O)c1ccc(Sc2ncn[nH]2)c([N+](=O)[O-])c1 ?
DAX1 inh-1: 1.4; ssDAF-12 act: -1.2; hgDAF12 agonist: -0.1; SMARCA2 act: -3; hcDAF-12 act: 1.3; DAX1 inh-2: -0.4; proKLK7 act: -0.3; GC-B act: 2; FXN GAA850 act: 1.8; NPR1 activator: 1; sPLA2-III inh: -14

Next section:
How did O=C(CC1C(=O)NCCN1CC(c1ccccc1)c1ccccc1)NCC1CCOCC1 (configuration not stated) do in these assays?
DAX1 inh-1: -0.2; ssDAF-12 act: -0.4; hgDAF12 agonist: 0.6; SMARCA2 act: -1; hcDAF-12 act: -1.6; DAX1 inh-2: 0.3; proKLK7 act: 0.4; GC-B act: -4; FXN GAA850 act: -0.2; NPR1 activator: -1; sPLA2-III inh: -6

How did CN(CC(=O)Nc1cccc(F)c1)C(=O)/C=C/c1cc(Br)ccc1OC(F)F do in these assays?
DAX1 inh-1: -0.6; ssDAF-12 act: -1.0; hgDAF12 agonist: 1.4; SMARCA2 act: -1; hcDAF-12 act: -0.2; DAX1 inh-2: -3.2; proKLK7 act: 0.6; GC-B act: 1; FXN GAA850 act: -1.0; NPR1 activator: -4; sPLA2-III inh: -35

What do the screens show for `N#CCC(=O)Nc1ccc(C(=O)OCC(=O)N2CCN(C(=O)c3ccco3)CC2)cc1`?
DAX1 inh-1: 0.0; ssDAF-12 act: -1.3; hgDAF12 agonist: -5.0; SMARCA2 act: -4; hcDAF-12 act: 0.7; DAX1 inh-2: 0.7; proKLK7 act: -0.2; GC-B act: 5; FXN GAA850 act: 1.8; NPR1 activator: 3; sPLA2-III inh: -39

How did COc1ccc(-c2nc(C)ncc2-c2ccc(Cl)cc2)c(O)c1 do in these assays?
DAX1 inh-1: -0.7; ssDAF-12 act: -1.8; hgDAF12 agonist: 0.4; SMARCA2 act: -2; hcDAF-12 act: 1.1; DAX1 inh-2: -0.1; proKLK7 act: -0.3; GC-B act: 3; FXN GAA850 act: 0.2; NPR1 activator: -3; sPLA2-III inh: -9

How did COC(=O)c1ccc(CN2C(=O)C(C)ON=C2c2ncccc2C)o1 (configuration not stated) do in these assays?
ssDAF-12 act: -0.9; hgDAF12 agonist: 1.0; SMARCA2 act: 1; hcDAF-12 act: -0.2; DAX1 inh-2: 0.4; proKLK7 act: 0.2; GC-B act: -1; FXN GAA850 act: -0.3; NPR1 activator: 0; sPLA2-III inh: 10

What do the screens show for `Cc1c(Cl)cccc1NC(=S)N1CCN(S(=O)(=O)c2cccs2)CC1`?
DAX1 inh-1: -0.4; ssDAF-12 act: -1.1; hgDAF12 agonist: -1.6; SMARCA2 act: -4; hcDAF-12 act: 0.8; DAX1 inh-2: -0.6; proKLK7 act: -0.3; GC-B act: 4; FXN GAA850 act: 1.8; NPR1 activator: 5; sPLA2-III inh: 7

How did Cc1ccc2oc(=O)c3cnn(CC(=O)Nc4cc(-c5cccc(F)c5)no4)c3c2c1 do in these assays?
DAX1 inh-1: 0.8; ssDAF-12 act: -1.4; hgDAF12 agonist: -0.8; SMARCA2 act: -2; hcDAF-12 act: -0.1; DAX1 inh-2: 0.5; proKLK7 act: 1.2; GC-B act: -5; FXN GAA850 act: 1.3; NPR1 activator: 1; sPLA2-III inh: 8
